# TrxR1 substrate = is turned over as a substrate by rat TrxR1. 390,000 compounds, 0.01% hits. purified TrxR1 substrate turnover, NADPH consumption readout. AID 588456. Potency, µM (highest dose often 114 µM), inactives show top-dose activity change, negative = substrate turnover; note: potency is the fitted concentration of half-maximal effect; % is set by controls: 0 for no effect and ±100 for the full control effect; nearly all actives have a fitted effect of over 50% in size
#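 Rat TrxR1, dispensed at 90 nM, was prereduced with 400 uM NADPH (final) for 5 min at ~22 deg C, then incubated with compound 15 min before 400 uM selenite. A first-read NADPH fluorescence drop versus no-compound background flagged substrates.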
# USP1 inh = blocks the human USP1/UAF1 deubiquitinase complex | Potency, µM (titrated, usually from 57.1 µM), without a hit: at the highest dose activity change, negative = inhibition, most hits filed as inhibitors | AID 743255 | O94782 | recombinant USP1/UAF1, Ub-Rhodamine cleavage fluorescence | 390,000 compounds, 0.23% hits; note: potency is the fitted concentration of half-maximal effect; % is set by controls: 0 for no effect and ±100 for the full control effect; nearly all actives have a fitted effect of over 60% in size; inactives centre near -12
#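 1 nM enzyme complex + cpd, 15 min RT; start with Ub-Rho 150nM final; kinetic fluorescence ex 480/em 540, 6 reads q60 s. Buffer 50mM HEPES pH 7.8, 0.5mM EDTA, 0.1 mg/ml BSA, 1mM TCEP, 0.01% Tween-20.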
# Tb PGK inh = blocks T. brucei phosphoglycerate kinase. 380,000 compounds, 0.043% hits. Potency, µM (series often up to 57.5 µM), without a hit: top-dose activity change, negative = inhibition, most hits filed as inhibitors. P07378. PGK/GAPDH coupled, Kinase-Glo luminescence, 60 min; note: potency is the fitted concentration of half-maximal effect; % is set by controls: 0 for no effect and ±100 for the full control effect; nearly all actives have a fitted effect of over 60% in size
#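 Recombinant glycosomal PGK reaction used 1,3-bisphosphoglycerate generated in-well by GAPDH (100nM final) in 100mM TEA pH 7.6, 5mM MgCl2, 0.01% Tween-20. After 60 minutes at room temperature, ATP was read by Kinase-Glo Plus luminescence end-point.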
# PI4K2A inh = inhibitors of human PI4K2A; purified PI4K2A, ADP-Glo luminescence, 1 h; hits give low values; 420,000 compounds, 0.13% hits; activity change, negative = inhibition, % at 76.9 µM; AID 1346378; Q9BTU6; in the data active = activity change below about -50%; inconclusive = mostly about -30% to -49%;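 note: -100% = wells without enzyme as full effect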
# Target sequence (Q9BTU6 whole entry, looked up): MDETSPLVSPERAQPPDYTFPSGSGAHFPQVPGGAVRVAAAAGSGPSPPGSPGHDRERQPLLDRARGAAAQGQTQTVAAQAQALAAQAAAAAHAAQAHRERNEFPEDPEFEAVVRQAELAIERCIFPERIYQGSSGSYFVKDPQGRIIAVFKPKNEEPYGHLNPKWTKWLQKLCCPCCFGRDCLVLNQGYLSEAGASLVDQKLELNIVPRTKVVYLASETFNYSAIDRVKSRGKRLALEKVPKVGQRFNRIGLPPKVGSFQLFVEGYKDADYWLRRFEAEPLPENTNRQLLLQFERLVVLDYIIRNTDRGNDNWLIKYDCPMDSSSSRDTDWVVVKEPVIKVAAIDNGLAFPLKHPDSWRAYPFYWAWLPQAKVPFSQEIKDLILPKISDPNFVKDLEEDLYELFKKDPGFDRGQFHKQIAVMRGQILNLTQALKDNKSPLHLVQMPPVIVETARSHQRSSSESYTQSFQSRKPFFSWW
#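 Compounds are screened against recombinant PI4K2A using PI as substrate and ATP, the latter dispensed at 300 microM. Reactions run one hour at ambient temperature before ADP-Glo detection; full inhibition defined by wells lacking enzyme.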
# HP1b binding inh = inhibitors of HP1-beta chromodomain binding to methylated histone tails | AlphaScreen HP1-beta / biotin-H3K9me3 peptide binding | Potency, µM (top dose mostly 114 µM), for inactives: top-dose activity change, negative = inhibition, actives largely listed as inhibitors | 390,000 compounds, 0.56% hits | AID 540317; note: potency is the fitted concentration of half-maximal effect; nearly all actives have a fitted effect of over 70% in size; inactives centre near 23
# Target sequence (P83916 whole entry, looked up): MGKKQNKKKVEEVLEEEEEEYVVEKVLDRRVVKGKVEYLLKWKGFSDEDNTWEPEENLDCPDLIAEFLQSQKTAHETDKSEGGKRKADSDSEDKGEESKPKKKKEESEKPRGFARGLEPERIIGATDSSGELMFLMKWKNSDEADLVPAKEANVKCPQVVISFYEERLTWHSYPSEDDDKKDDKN
#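 Compound inhibition of the preformed complex between 50 nM HP1-beta and 50 nM biotinylated H3K9me3 peptide was read by AlphaScreen. Buffer was PBS pH 7.4 with 0.01% Tween-20. Incubations ran 30 min at room temperature, with 10 ug/mL donor/acceptor beads.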
# Pin1 inh = blocks the human prolyl isomerase Pin1 | Potency, µM (series often up to 115 µM), inactives show top-dose activity, negative = inhibition, actives largely listed as inhibitors | 390,000 compounds, 0.009% hits | Pin1 FP peptide displacement, HiFluor488, 10 min | AID 504891 | Q13526; active = well fitted inhibition curve with a large enough effect in the polarisation, with a control signal flat, not every such curve was filed as active; inconclusive = small, poorly fitted or top-dose-only effect, or effect the other way, or a change in a side signal; inactive = no such curve, though single readings can be large or run the other way; the % refers to the polarisation; note: potency is the fitted concentration of half-maximal effect; % is set by controls: 0 for no effect and ±100 for the full control effect
# Target sequence (Q13526 whole entry, looked up): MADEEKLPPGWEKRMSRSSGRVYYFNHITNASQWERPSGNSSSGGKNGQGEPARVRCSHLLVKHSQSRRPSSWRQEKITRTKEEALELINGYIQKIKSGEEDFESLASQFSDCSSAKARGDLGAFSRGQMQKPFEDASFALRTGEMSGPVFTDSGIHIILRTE
# mIDH1 inhibitor = inhibitors of human mutant IDH1 R132H; O75874; Potency, µM (doses to about 76.6 µM), without a hit: at the highest dose activity change, negative = inhibition, most hits filed as inhibitors; IDH1-R132H enzyme, NADPH consumption, diaphorase/resazurin fluorescence; 390,000 compounds, 0.093% hits; note: potency is the fitted concentration of half-maximal effect; % is set by controls: 0 for no effect and ±100 for the full control effect; nearly all actives have a fitted effect of over 65% in size
#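 IDH1-R132H (0.5 ug/mL) preincubated 30 min with compound, then NADPH (0.016 mM) and alpha-KG (2 mM) added; 80 min at RT, pH 7.5. Remaining NADPH coupled via diaphorase/resazurin to fluorescence (540/590 nm); concentration-response curves normalized to no-enzyme control.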
# rTrxR1 inhibitor = rat TrxR1 inhibition. O89049. recombinant rTrxR1, NADPH fluorescence consumption, selenite substrate. Potency, µM (highest dose often 114 µM), without a hit: at the top dose activity change, negative = inhibition, actives largely listed as inhibitors. 390,000 compounds, 1% hits. AID 588453; note: potency is the fitted concentration of half-maximal effect; % is set by controls: 0 for no effect and ±100 for the full control effect; nearly all actives have a fitted effect of over 65% in size
#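 Rat TrxR1 (90 nM in the dispensed reagent) was pre-reduced with 400 uM NADPH for 5 min at room temperature, then incubated with compound for 15 min. After 400 uM selenite was added, NADPH fluorescence (Ex 340/Em 450 nm) was followed for 8 min.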
# GLS inhibitor = blocks human kidney-isoform glutaminase activity | GLS enzymatic activity, qHTS titration | Potency, µM (doses to about 45.5 µM), without a hit: at the top dose activity change, negative = inhibition, hits mostly inhibitors | 410,000 compounds, 0.21% hits | AID 624170; note: potency is the fitted concentration of half-maximal effect; % is set by controls: 0 for no effect and ±100 for the full control effect
#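 Assay buffer: 45 mM KH2PO4 pH 8.2, 0.02% Tween-20. hKGA acts on L-glutamine (1 mM solution added); product glutamate is reported by an oxidase/peroxidase Amplex Red coupling, with fluorescence taken at baseline and 30 min.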
# Active calls of the source: *; i = inactive; ? = inconclusive; nt = no result given; [ ] = dose if it differs, or a comment. Unless noted, calls come from the whole dose curve; as a rule, active = well fitted curve in the direction sought with a large enough effect; inconclusive = small, poorly fitted or top-dose-only effect, or another doubt; inactive = no such curve, though single readings can be large; an effect the other way counts as inactive or inconclusive. The list is partial. The share of hits here may be higher or lower than overall.
SMILES,TrxR1 substrate,USP1 inh,Tb PGK inh,PI4K2A inh,HP1b binding inh,Pin1 inh,mIDH1 inhibitor,rTrxR1 inhibitor,GLS inhibitor
c1ccc(COc2ccc3nocc3c2)cc1,-8%,-18%,-15%,-30,53%[activator],-6%,0%,-2%,-5%
CC(=O)Oc1ccc(-c2cccc(C(=O)Oc3ccccc3)c2)cc1,-11%,-2%,-1%,-7,84%[activator],11%,-1%,21%[57.1 µM],6%
CC1CN(C(=S)NC(=O)c2cccc([N+](=O)[O-])c2)CC(C)O1 (centres undefined),-7%,-5%,-9%,-4,21%,-3%,3%,1%[57.1 µM],-5%
O=C(COc1cc2oc(=O)c3c(c2cc1Cl)CCC3)NCC1CCC(C(=O)O)CC1 (centres undefined),4%,-20%,-12%,0,25%,-3%,-4%,-4%,-8%
CC1(C(=O)Oc2ccccc2)Cc2ccccc2C(=O)O1 (centres undefined),6%,-18%,-9%,3,34%,6%,8%,20%,-1%
CCN(CC)Cc1nc2c(c(=O)[nH]1)C1(CCCC1)Cc1ccccc1-2,-2%[57.1 µM],-12%,-4%,5,25%,1%,4%,8%,-3%
S=c1[nH]nc(Cc2ccccc2)n1Cc1ccco1,11%,-10%,5%,-3,-19%,0%,1%,-8%,-5%
Fc1cnc(Cl)nc1N1CCN(c2ccccc2)CC1,7%[11.4 µM],-6%,3%,3,36%[activator],-5%,7%,16%[11.4 µM],-9%
CCCn1c(=O)sc2cc(NC(=O)COc3ccc(Cl)cc3)ccc21,0%,-19%,0%,-1,10%,11%,-13%,-13%,-9%
CCCCCNC(=O)c1ccc2c(c1)ncn2-c1ccc(OC)cc1,6%,-36%,-2%,-4,3%,-6%,9%,20%,0%
COc1ccc(/C=C/CN2CCN(CCc3ccccc3)C(CCO)C2)cc1 (centres undefined),0%,-27%,i,1,14%,-3%,4%,-3%,7%
CCOc1ccccc1C(=O)Nc1ccc(NC(=O)c2ccccc2)cc1,5%,-8%,i,-1,41%[activator],8%,11%,18%,-3%
COCCN(Cc1cc2c(C)cc(C)cc2nc1Cl)C(=O)c1ccccc1F,0%,-14%,0%,3,41%[activator],?,-3%,16%,1%
Nc1cc(Br)cc2c1[nH]c(=O)c1ccccc12,nt,-18%,-3%,11,nt,nt,6%,nt,1%
Cc1ccc(S(=O)(=O)Nc2ccc3c(c2)nc(CCN2CCOCC2)n3C)cc1,4%[57.1 µM],-25%,5%,-3,59%[activator],-4%,-10%,13%[57.1 µM],3%
Cc1cc(N=Nc2c(O)c3ccccc3[nH]c2=O)ccc1N=Nc1ccc(C(=O)N(C)C)cc1,3%[57.1 µM],-26%,i,0,13%,-7%,-4%,9%[57.1 µM],-11%
COc1cccc2[nH]c3c(=O)n(CCN(C)C)cnc3c12,98%[activator][57.1 µM],-19%,-1%,5,31%,0%,11%,22%[57.1 µM],35%[activator]
COc1ccc(OC)c2nc(-c3cccnc3)ccc12,15%[57.1 µM],-12%,-4%,3,29%,3%,12%,25%[57.1 µM],-5%
S=c1[nH]nc(C2CCCCC2)n1/N=C/c1cccc(Cl)c1Cl,3%,-3%,-8%,2,-14%,-10%,0%,11%,?
CC1CC(C)CN(C(=S)NC2CCCCC2)C1 (centres undefined),8%,-12%,i,-1,0%,-14%,-3%,-22%,2%

# Structural class: the compounds so far with fluorine.
SMILES,TrxR1 substrate,USP1 inh,Tb PGK inh,PI4K2A inh,HP1b binding inh,Pin1 inh,mIDH1 inhibitor,rTrxR1 inhibitor,GLS inhibitor
Fc1cnc(Cl)nc1N1CCN(c2ccccc2)CC1,7%[11.4 µM],-6%,3%,3,36%[activator],-5%,7%,16%[11.4 µM],-9%
COCCN(Cc1cc2c(C)cc(C)cc2nc1Cl)C(=O)c1ccccc1F,0%,-14%,0%,3,41%[activator],?,-3%,16%,1%

# Next part.
SMILES,TrxR1 substrate,USP1 inh,Tb PGK inh,PI4K2A inh,HP1b binding inh,Pin1 inh,mIDH1 inhibitor,rTrxR1 inhibitor,GLS inhibitor
CCNC(=O)COC(=O)CCNC(=O)c1cccc(C)c1,6%[57.1 µM],-16%,8%,-5,16%,-3%,-3%,28%[57.1 µM],3%
CCS(=O)(=O)N1CCN(c2cnn(-c3ccccc3)c(=O)c2Cl)CC1,2%[57.1 µM],2%,-5%,-2,15%,-6%,6%,17%[57.1 µM],-2%
Cc1cccc(CNS(=O)(=O)c2ccc3[nH]c(=O)ccc3c2)c1,2%[57.1 µM],-30%,-8%,2,32%[57 µM],8%,15%,13%[57.1 µM],4%
O=C(CSc1nnc2ccccn12)NNC(=O)c1ccccc1,8%,-11%,-9%,-3,54%[activator],5%,1%,1%,18%
O=C(COc1ccc(Br)cc1)Nc1ccc([N+](=O)[O-])cn1,8%,-14%,-13%,3,15%,-6%,1%,18%,4%
CCC(=O)Nc1cc(C(F)(F)F)ccc1N1CCOCC1,6%,-11%,-13%,1,58%[activator],-3%,7%,-4%,0%
CN(C)S(=O)(=O)c1cc(NC(=O)c2cc(=O)c3ccccc3o2)ccc1Cl,-3%,-11%,-12%,2,7%,7%,-10%,13%,-2%
CCOc1ccc(Nc2nc(N3CCCC3)nc(N3CCN(c4ccc(OC)cc4)CC3)n2)cc1,16%,-11%,7%,7,-2%,-4%,0%,19%[57.1 µM],8%
COc1ccc(-n2c(C)nc3cc(C(=O)NCc4ccc5c(c4)OCO5)ccc32)cc1,8%,-20%,1%,3,1%,-2%,0%,8%,8%
Cc1ncoc1C(=O)N1CCCC(C(=O)c2cccc(OC(C)C)c2)C1 (centres undefined),-2%[57.1 µM],-23%,1%,1,-12%,-5%,-10%,2%[57.1 µM],4%
O=C(CSc1n[nH]c(-c2ccccc2Cl)n1)N1CCN(c2ccccc2F)CC1,0%[57.1 µM],-37%,7%,-2,13%[57 µM],0%,21%,12%[57.1 µM],7%
COc1cccc(-c2nc3ccc(C(=O)N4CCCC(O)C4)cc3o2)c1 (centres undefined),-2%,4%,-1%,-5,10%,0%,-3%,-6%,4%
Cc1ccccc1CNC(=O)CSc1nnc(C)c2c(C)n(-c3ccccc3)nc12,-5%,5%,9%,-3,25%,3%,9%,-1%,2%
Cc1ccc2cc(C#N)c(NCCNC(=O)C3CC3)nc2c1C,21%,-4%,i,-2,15%,2%,5%,13%,-6%
C=CCn1cc(C(=O)OCC)c(=O)c2ccc(F)cc21,6%[11.4 µM],-14%,-8%,-4,41%[activator],0%,6%,17%[11.4 µM],-2%
COC(=O)CCC(=O)NC(=S)Nc1ccc(S(=O)(=O)Nc2cc(OC)nc(OC)n2)cc1,6%[57.1 µM],-22%,4%,1,29%,-9%,0%,3%[57.1 µM],7%
O=C(O)CC/C(=C\c1ccc(N2CCCC2)c([N+](=O)[O-])c1)c1nc2ccccc2s1,6%[57.1 µM],-25%,?,1,?,nt,-3%,3%[57.1 µM],-9%
COc1ccc(C2(CNC(=O)c3ccccc3[N+](=O)[O-])CCOCC2)cc1,-4%,?,-2%,1,42%[activator],-1%,0%,22%[57.1 µM],1%
Cn1c2c(c(=O)n(C)c1=O)C(CC(=O)Nc1ccccc1F)C(=O)N2 (centres undefined),5%[57.1 µM],-2%,0%,-1,14%,3%,-1%,14%[57.1 µM],-2%
CCC(C(=O)Nc1ccc(S(=O)(=O)N2CCN(C)CC2)cc1)c1ccccc1 (centres undefined),-5%,2%,-1%,2,15%,-1%,2%,5%,0%
CCOc1ccccc1NC(=O)CN1C(=O)NC(Cc2c[nH]c3ccccc23)C1=O (centres undefined),-4%,-21%,-3%,-5,16%,-4%,-15%,10%,2%
Clc1ccc(CCNC(c2ccc(Cl)cc2)c2nnc(-c3ccccc3)o2)cc1 (centres undefined),-2%,?,-5%,4,89%[activator],14%,-3%,7%,-6%
Cc1cc(N2CCC(C)CC2)nc2ccc(NC(=O)CCC(=O)N3CCN(c4ccccc4F)CC3)cc12,40%[activator],-22%,-1%,3,26%,7%,6%,22%,0%
CCOc1cc(C(=O)O)cc(Cl)c1OCC#N,2%,-13%,-1%,5,29%,-5%,4%,5%,-13%
Cc1nnsc1C(=O)Oc1ccc(C#N)cc1,3%,-21%,i,-4,17%,-6%,-10%,?,15%
COc1ccc(C(=O)N2CC(=O)Nc3ccccc32)cc1S(=O)(=O)N1CCOCC1,1%,-19%,2%,0,37%,0%,-2%,12%,-2%
COc1ccc(OC)c(CN2CCCC(C(=O)c3ccccc3SC)C2)c1 (centres undefined),5%,-24%,-7%,-3,-17%,-7%,6%,11%,4%
CCCCNc1ccc(-c2nc(-c3ccccn3)no2)cc1[N+](=O)[O-],-6%,1%,i,-1,43%[activator],-1%,1%,7%,3%
COc1ccc(CN2CCN(C(=O)Cn3ncn4cccc4c3=O)CC2)c(OC)c1OC,12%,-21%,i,2,59%[activator],-9%,9%,25%,3%
Cc1cc(C)n(C(C)CC(=O)Nc2ccc(Cl)cc2C)n1 (centres undefined),-4%[57.1 µM],-7%,-3%,-4,5%,1%,-7%,5%[57.1 µM],0%

# High-throughput results (PubChem)
